NCF1 inh: blocks human p47phox regulatory protein of NADPH oxidases | P14598 | p47phox/p22phox peptide binding, fluorescence polarization, 2 h | inhibition, % at 24.7 µM | 220,000 compounds, 0.53% hits | AID 1274;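 active = inhibition above about 30%, limit read from the data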;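 also: 0% = p47phox with labelled peptide and 100% = labelled peptide alone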
EP2 antag: blocks the human prostaglandin E2 receptor EP2. P43116. C6 glioma cells expressing human EP2, cAMP TR-FRET; cells stimulated with saturating PGE2. inhibition, % at 25 µM. 260,000 compounds, 0.52% hits. AID 1422;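 active = percent inhibition above 40 after rounding to a whole number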;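 also: rat C6 glioma host cells with rolipram phosphodiesterase inhibitor present; the protocol text gives 20 µM as final concentration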
Furin inh: blocks human furin protease activity. P09958. purified furin, fluorogenic substrate cleavage. inhibition, % at 30 µM. 220,000 compounds, 0.061% hits. AID 463115; in the data active = inhibition above about 25%; also: inactives centre near -15
BaF3 parental: reduces parental Ba/F3 cell viability, JAK2V617F counter-screen; CellTiter-Glo ATP luminescence; inhibition, % at 5.6 µM; 220,000 compounds, 1.1% hits; AID 1486;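 active = inhibition above a per-campaign cutoff, the mean inhibition of all tested compounds plus 3 SD, cut at about 27% in these data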;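 also: 0% = DMSO wells and 100% = JAK Inhibitor I control wells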
p97 inhibitor: blocks human p97 ATPase activity | P55072 | recombinant p97 ATPase, Kinase-Glo ATP luminescence, 3 h | inhibition, % at 8 µM | 220,000 compounds, 0.42% hits | AID 1481; in the data active = inhibition above about 15%;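 also: 0% = DMSO vehicle and 100% = wells lacking enzyme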
PPC-1+TRAIL kill: kills PPC-1 cancer cells in the presence of TRAIL; PPC-1 cells + TRAIL, ATPLite viability luminescence; cell killing (% activity), % at 4 µM; 220,000 compounds, 0.41% hits; AID 1443;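 active = cell killing above 50% in the first pass at 4 µM, then a duplicate retest at 5 µM averaging 50% or more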;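 also: plate controls were cells with TRAIL plus DMSO for no effect and medium-only wells lacking cells for full effect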
Ba/F3 V617F tox: lowers viability of Ba/F3 cells expressing EpoR and JAK2V617F; ATP luminescence; AID 1446; 220,000 compounds, 1.1% hits; inhibition, % at 5.6 µM;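 active = inhibition above the campaign mean plus 3 SD over all tested compounds, cut at about 24% in these data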;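 also: cytokine-independent growth of Ba/F3 cells driven by EpoR plus mutant JAK2; 0% = DMSO-treated cells and 100% = JAK inhibitor I control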
TbHK1 inh: T. brucei hexokinase 1 inhibition | recombinant TbHK1, G6PDH-coupled NADH A340 | 220,000 compounds, 0.11% hits | inhibition, % at 10 µM | AID 1430;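 active = inhibition of 50% or more in the single-dose primary screen; inactive = inhibition below 50%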
RBBP9 inhibitor: inhibitors of human serine hydrolase RBBP9. recombinant RBBP9, FP-Rh probe fluorescence polarization. inhibition, % at 7.94 µM. 220,000 compounds, 0.2% hits;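 active = inhibition above the campaign mean of all tested compounds plus 3 SD, cut at about 14% in these data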;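 also: plate controls were DMSO wells with RBBP9 for no effect and wells lacking RBBP9 protein for full effect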
Target sequence (O75884 whole entry, looked up): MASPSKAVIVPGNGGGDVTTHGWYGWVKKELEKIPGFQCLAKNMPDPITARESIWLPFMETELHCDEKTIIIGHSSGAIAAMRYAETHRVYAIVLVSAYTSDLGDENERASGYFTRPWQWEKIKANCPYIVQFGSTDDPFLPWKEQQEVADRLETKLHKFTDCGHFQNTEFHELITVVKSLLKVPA
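System: RBBP9 protein | Quantity: 2.5 µM RBBP9 dispensing solution, before mixing | Reagent: FP-Rh probe, 375 nM dispensing solution | Timing: Enzyme-compound preincubation 30 min, then probe labeling 45 min, 25 °C | Measured by: Fluorescence polarization | Read-out: % inhibition | Replication: One well per compound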
An asterisk follows results filed as active; & = joins results of further samples; [ ] = another dose, or the depositor's remark.

Codes: A = NCF1 inh; B = EP2 antag; C = Furin inh; D = BaF3 parental; E = p97 inhibitor; F = PPC-1+TRAIL kill; G = Ba/F3 V617F tox; H = TbHK1 inh; I = RBBP9 inhibitor
1) CC(=O)OCC(=O)[C@@]1(O)CC[C@H]2[C@@H]3CCC4=CC(=O)C=C[C@]4(C)[C@H]3[C@@H](O)C[C@@]21C
  A: -1.1	B: 16.0	C: -15.8	D: 4.2	E: -0.2	F: 6.3	G: 11.1	H: -2.0	I: 5.6
2) CCOCCCNS(=O)(=O)Cc1ccccc1
  A: -12.5	B: 2.6	C: -13.1[20 µM]	D: 6.8	E: -1.1	F: 12.6	G: 0.9	H: 2.2	I: -1.4
3) O=C(CN1CCOCC1)NNc1nc(-c2ccccc2)c2cc(Br)ccc2n1
  A: -11.9	B: 5.4	C: -11.5	D: 0.0	E: 1.2	F: 7.3	G: -2.1	H: -6.3	I: -4.5
4) Cc1ccc(/C=N\n2c(-c3ccccc3)n[nH]c2=S)s1
  A: 7.7	B: 8.7	C: 4.8	D: 3.3	E: -6.2	F: -5.1	G: 4.8	H: 7.3	I: -9.7
5) O=c1c(OC2OC(CO)C(O)C(O)C2O)c(-c2ccc(O)c(O)c2)oc2cc(O)cc(O)c12 (stereo unspecified)
  A: -9.3	B: 2.1	C: -9.8	D: 2.9	E: 5.6	F: 12.2	G: 0.0	H: -19.3	I: -15.3
6) Cc1ccc(-n2c(C)cn(C(=O)c3ccccc3)c2=S)cc1
  A: -3.7	B: 6.2	C: 9.3[20 µM]	D: 1.0	E: 0.8	F: 10.5	G: -2.9	H: -20.2	I: 7.4
7) CCC(OC(=O)CCc1nc2ccccc2[nH]c1=O)C(=O)c1ccccc1 (stereo unspecified)
  A: -4.0	B: 20.9&12.1	C: -1.9[20 µM]	D: -1.1	E: 5.4	F: 4.8	G: -5.0	H: -7.6	I: -1.2
8) O=C(O)C1CCN(C(=O)COc2ccc(Br)cc2)CC1
  A: 3.2	B: 4.1	C: -18.9	D: 4.6	E: -3.8	F: 22.8	G: 2.4	H: 2.7	I: -2.4
9) Cc1nnc(-n2ncc(C#N)c2N)c2nn(-c3cccc(Cl)c3)c(C)c12
  A: -24.2	B: 7.1	C: -11.0[20 µM]	D: 2.0	E: 1.0	F: 2.1	G: -0.8	H: -6.6	I: -1.4
10) COc1ccc(CC(=O)N2CC(C)CC(C)C2)cc1 (stereo unspecified)
  A: 1.4	B: 6.3	C: -17.8[20 µM]	D: 2.6	E: 0.0	F: 8.8	G: -3.4	H: -7.4	I: -1.1
11) O=C(N/N=C/c1cccc([N+](=O)[O-])c1)c1c[nH]c2ccccc12
  A: -8.1	B: 9.3	C: -21.1	D: 4.0	E: -0.1	F: 14.6	G: 0.3	H: -5.8	I: -8.3
12) CCn1c(=O)c2cc(C(=O)Nc3ccc(OC)cc3OC)sc2c2ccccc21
  A: 6.3	B: 12.6	C: -6.2	D: 1.5	E: 2.2	F: -10.9	G: -4.5	H: -30.4	I: -8.9
13) O=C(NCc1ccc(F)cc1)c1cc2ccccn2n1
  A: 4.6	B: 3.1	C: -29.1	D: 10.8	E: 1.6	F: 2.3	G: 0.6	H: -2.2	I: -6.0

This is a subset; count on the stated rates, not on these rows.
